Assay outcomes (PubChem BioAssay)
CIT2 TOR yeast: modulators of TOR pathway CIT2-GFP in S. cerevisiae | S. cerevisiae CIT2-GFP strain, flow cytometry, 3 h; 100 means same as DMSO wells | GFP response vs DMSO, % at 10 µM | 320,000 tested, 0.065% active | AID 2029;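 active = GFP response relative to DMSO above a set limit, near the screen mean plus 3 SD, cut at about 150% in these data; inconclusive = Fewer than 70 cells measured for a yeast strain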;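 also: ratio of well median GFP fluorescence to mean of DMSO wells on the plate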
MEX-5 binding: C. elegans MEX-5 TCR-2 RNA binding activity; Q9XUB2; MEX-5/FITC-TCR2 RNA binding, fluorescence polarization; active compounds read low; activity score (negative = inhibition of binding), % at 10 µM; 300,000 tested, 0.38% active;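 active = inhibition past about -25% in most replicates, and total fluorescence under double the plate's negative control median, limit read from the data; inconclusive = replicates evenly split on the limit, or fluorescence at least double controls; inactive = too little inhibition in most replicates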;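 also: 0% = DMSO and -100% = 5 µM competing unlabeled TCR2 RNA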
AGP1-GFP MLPCN: modulators of TOR pathway AGP1-GFP in S. cerevisiae. 320,000 tested, 0.02% active. GFP response vs DMSO, % at 10 µM. S. cerevisiae AGP1-GFP multiplex flow cytometry, 3 h; GFP as percent of DMSO wells;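 active = GFP response relative to DMSO above a set limit, near screen average plus 3 SD, cut at about 150% in these data; inconclusive = fewer than 70 cells counted for the yeast strain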;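 also: median GFP channel fluorescence of the gated AGP1 strain per well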
BCLXL inh: blocks human Bcl-xL binding to Bim BH3 peptide; AID 2129; inhibition, % at 10.9 µM; 320,000 tested, 0.7% active; GST-Bcl-xL / FITC-Bim BH3 peptide fluorescence polarization;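 active = inhibition above the mean of all tested compounds plus 3 SD, cutoff set per campaign, cut at about 30% in these data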;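 also: 0% = DMSO wells and 100% = unlabeled Bim-BH3 peptide competitor; inhibitors lower millipolarization by displacing the labeled peptide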
VLA-4 inh: inhibition in a human VLA-4 binding assay; inhibition, % (about 7 µM as worked out from the volumes in the protocol); 330,000 tested, 0.2% active; VLA-4 expressing cells, ligand binding flow cytometry; P13612; in the data active = inhibition above about 50%
Target sequence (P13612 whole entry, looked up): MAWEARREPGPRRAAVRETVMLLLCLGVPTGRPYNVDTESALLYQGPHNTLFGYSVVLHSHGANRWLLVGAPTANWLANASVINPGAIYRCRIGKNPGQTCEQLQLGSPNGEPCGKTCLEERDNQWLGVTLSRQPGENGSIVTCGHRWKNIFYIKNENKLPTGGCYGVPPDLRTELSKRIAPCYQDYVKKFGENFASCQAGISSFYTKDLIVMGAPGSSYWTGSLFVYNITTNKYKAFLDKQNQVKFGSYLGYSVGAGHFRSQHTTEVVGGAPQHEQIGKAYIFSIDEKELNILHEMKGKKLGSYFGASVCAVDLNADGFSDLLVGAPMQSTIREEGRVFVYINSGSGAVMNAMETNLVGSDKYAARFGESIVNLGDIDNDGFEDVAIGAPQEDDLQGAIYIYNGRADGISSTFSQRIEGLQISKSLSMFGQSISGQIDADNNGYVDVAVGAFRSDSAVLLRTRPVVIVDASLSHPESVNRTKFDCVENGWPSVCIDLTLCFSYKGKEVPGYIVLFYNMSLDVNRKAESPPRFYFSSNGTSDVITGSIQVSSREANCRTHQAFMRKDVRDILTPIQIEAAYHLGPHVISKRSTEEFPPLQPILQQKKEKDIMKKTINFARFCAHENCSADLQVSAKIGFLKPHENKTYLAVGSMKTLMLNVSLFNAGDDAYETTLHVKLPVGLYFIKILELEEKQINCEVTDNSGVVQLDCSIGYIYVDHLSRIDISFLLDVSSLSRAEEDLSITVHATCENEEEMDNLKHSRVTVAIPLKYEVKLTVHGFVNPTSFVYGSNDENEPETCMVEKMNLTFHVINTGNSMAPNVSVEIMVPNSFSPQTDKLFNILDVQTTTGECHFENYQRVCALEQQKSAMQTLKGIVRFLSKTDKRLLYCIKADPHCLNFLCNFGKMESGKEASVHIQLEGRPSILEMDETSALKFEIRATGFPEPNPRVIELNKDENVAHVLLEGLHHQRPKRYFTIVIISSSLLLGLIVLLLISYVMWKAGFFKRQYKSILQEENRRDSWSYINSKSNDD
MCL1-BIM inh: MCL1-BIM-BH3 interaction inhibition (human); inhibition, % at 10.9 µM; Q07820; 320,000 tested, 0.68% active; GST-MCL1 / FITC-Bim-BH3 fluorescence polarization;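 active = inhibition above the mean inhibition of all tested compounds plus 3 SD, set per campaign, cut at about 40% in these data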;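 also: 0% = DMSO wells and 100% = unlabeled Bim-BH3 peptide control; higher means more loss of mP so more displacement of Bim peptide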
GRK2 inh: blocks RNA aptamer binding to human GRK2; P25098; bead flow cytometry, FAM-aptamer displacement from GRK2; inhibition of aptamer binding, % at 10 µM; 330,000 tested, 0.59% active; AID 488847;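 active = inhibition of aptamer binding above 40%, roughly 3 SD of noise, on plates passing a quality check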;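 also: median bead fluorescence of bound FAM aptamer so fluorescent compounds give negative values; no value below 0 was filed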
GLD-1 RNA inh: GLD-1-TGE RNA interaction inhibition (C. elegans); purified GLD-1 + fluorescein TGE RNA, fluorescence polarization; inhibition, % at 5.96 µM; Q17339; AID 2280; 320,000 tested, 0.44% active;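 active = percent inhibition above a per-plate cutoff, the plate mean of test compounds plus 3 SD, cut at about 30% in these data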;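 also: 0% = DMSO wells with GLD-1 and probe and 100% = wells lacking GLD-1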
Yeast superoxide: yeast age-related superoxide inhibition as caloric restriction mimetic | S. cerevisiae aged cells, superoxide DHE fluorescence; active compounds read low | superoxide response (% of plate mean), % at 10 µM | 330,000 tested, 0.18% active | AID 2690;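 active = superoxide response under a set limit, about three screen SD below normal, cut at about 65% in these data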;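 also: yeast aged for seven days with compound at 30 °C before DHE staining; 100% = average MFI of all compound-treated wells on the plate with controls excluded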
* hit, by the source's call; u = inconclusive; x = no result given.

item	smiles	CIT2 TOR yeast	MEX-5 binding	AGP1-GFP MLPCN	BCLXL inh	VLA-4 inh	MCL1-BIM inh	GRK2 inh	GLD-1 RNA inh	Yeast superoxide
1	O=C(Nc1c(-c2ccccc2)nc2ncccn12)c1cc2ccccc2oc1=O	98	-0.9	99	3	30	10	0	2	86
2	O=C(NC(Cc1ccccc1)C(=O)O)/C(=C/c1ccc([N+](=O)[O-])cc1)NC(=O)c1ccc(Br)o1 (centres undefined)	96	1.0	106	-2	8	-7	2	3	94
3	COc1ccc(-c2c[n+](CC(=O)OC3CC(C)CCC3C(C)C)c3n2CCC3)cc1 (centres undefined)	96	0.2	104	11	-8	-1	0	0	95
4	COc1ccc(-c2nn(-c3ccccc3)cc2/C=C(\C#N)S(=O)(=O)c2ccccc2)cc1OC	107	-0.1	106	3	7	1	3	-2	81
5	COc1ccc(-c2nc(CN3CCC(C(=O)N4CCOCC4)CC3)c(C)o2)cc1C	96	-1.7	103	2	-6	4	0	3	100
6	CCN1C(=O)/C(=C/N2CCc3ccccc3C2)SC1=S	96	-2.2	99	1	3	4	3	-2	112
7	Cc1nnc(SCCn2c(N3CC(C)CC(C)C3)nc3c2c(=O)[nH]c(=O)n3C)s1 (centres undefined)	107	0.1	101	3	-34	6	2	-1	95
8	O=C(c1ccco1)N1CCN(C(=O)N2CCCCC2)CC1	101	1.9	98	8	5	4	5	8	92
9	CCOC(=O)C1CCN(C(=O)N(C)C)CC1	96	-2.4	100	1	6	7	1	-4	91
10	CCN(CC(=O)Nc1ccc(Br)c(C)c1)CC(=O)NC(C)C	104	-0.1	110	-6	3	-5	2	-7	93
11	COc1ccc(CCC(C)Nc2ccccc2F)cc1 (centres undefined)	87	1.3	99	-4	-1	1	0	2	98
12	CC12CCC(C(=O)Nc3cccc4ccccc34)(C1Br)C2(C)C (centres undefined)	90	0.4	94	2	13	4	0	9	89
13	CC(=O)Nc1ccc(NC(=O)C2CCC(N3C(=O)C4C5C=CC(C6CC56)C4C3=O)CC2)cc1 (centres undefined)	111	1.1	108	4	8	0	0	0	99
14	O=C(O)CCc1ccc(-c2ccc(F)cc2)n1CC(=O)O	90	-2.5	93	12	5	16	6	2	102
15	CCCOc1ccc(-c2cnc(N)s2)cc1	99	-0.1	79	3	-3	1	0	-1	91
16	O=S(=O)(c1ccc(Cl)cc1)N1CCN(c2ccccn2)CC1	97	0.1	101	6	10	3	1	5	92
17	Cc1sc2nc(SCC(=O)N3CC(C)OC(C)C3)n(C)c(=O)c2c1C (centres undefined)	101	1.2	98	6	4	13	2	7	86
18	COC(=O)c1cc(CC(=O)c2ccc(O)cc2O)c(C)o1	95	-2.4	98	4	10	3	0	2	103
19	COc1cc(C)c(S(=O)(=O)N2CCCC2)cc1C	71	-0.3	95	5	1	2	2	-8	59*
20	CCOc1ccc(-c2cc(C(=O)N/N=C/c3cccnc3)c3ccccc3n2)cc1	100	-1.6	99	-2	-3	-2	4	-4	99
21	O=C(O)c1cccnc1Sc1ccc(Cl)cc1	98	1.1	105	4	4	1	0	6	120
22	O=C(NCc1ccccc1)C1CCCN(C(=O)NCc2ccccc2)C1 (centres undefined)	110	-1.9	103	0	15	-3	0	-9	106
23	CS(=O)(=O)N(CC(=O)N1CCC(C(N)=O)CC1)Cc1ccc(Cl)c(Cl)c1	96	0.8	89	5	8	2	0	0	82
24	CCOC(=O)c1cn(-c2c(Cl)cccc2Cl)c2cc(Cl)c([N+](=O)[O-])cc2c1=O	118	1.7	93	9	-2	6	3	5	107
25	Cc1cc(C)c(S(=O)(=O)N(CC(=O)NCc2cccnc2)C2CCCCC2)c(C)c1	x	-0.6	89	-3	1	-4	2	1	101
26	CC(C)CC1c2[nH]c3ccccc3c2CCN1C(=O)C1CCOCC1 (centres undefined)	99	-1.8	106	4	11	7	0	1	103
27	CCn1cc(C(=O)N2CCN(c3cccc(Cl)c3)CC2)c2cc(OC)c(OC)cc2c1=O	91	-0.2	99	8	6	2	0	4	89
28	CCOC(=O)c1cnc(SC)nc1Oc1cccc(NS(=O)(=O)c2ccccc2)c1	88	1.6	96	-4	2	-14	4	-2	101
29	COc1ccc(C2/C=C\CN(C(=O)C3CCCC3)CC(=O)N2Cc2ccc(F)cc2)cc1 (centres undefined)	100	-0.8	99	4	-8	0	2	-2	101
30	CCn1cc(CN2CCCC(CO)(Cc3cccc(Cl)c3)C2)cn1 (centres undefined)	110	x	116	7	1	7	1	3	91
31	OC1(C#CCN2CCCC2)c2ccccc2-c2ccccc21	85	-2.9	88	3	-6	9	2	1	95
32	CC1(C)Cc2ccccc2-c2nc(NCCCO)n(-c3ccccc3)c(=O)c21	93	0.3	103	-2	12	3	0	7	101
33	O=C(NCCc1ccccc1)C(=O)NCc1ccncc1	114	2.5	106	3	-2	5	0	0	92
34	O=C(O)CCCN(Cc1cccc(Br)c1)S(=O)(=O)c1ccc(Br)cc1	93	-4.7	92	7	-2	3	1	1	114
35	CC(OC(=O)CN1C(=O)C2C3C=CC(C4CC34)C2C1=O)C(=O)c1ccccc1 (centres undefined)	98	2.2	100	-1	14	-2	0	1	90
36	Cc1cccc(C(=O)NCCc2ccccc2)c1	92	-1.6	99	6	10	0	0	-5	94
37	Fc1ccccc1CNC(=S)Nc1cccc(C(F)(F)F)c1	97	-0.7	100	5	1	1	0	4	113
38	COc1ccc(/C=C/C(=O)Nc2ccc(S(=O)(=O)N3CCOCC3)cc2)c(OC)c1	104	x	111	-11	16	-17	2	6	91
39	COc1ccc(/C=N/NC(=O)Nc2ccc3nsnc3c2)c(OC)c1	100	-1.9	102	-2	6	2	1	-1	85
40	CCC1=C2CC[C@H]3C(=O)N(CC)C(=O)[C@H]3[C@H]2[C@@]2(Cc3ccccc3)C(=NCCOC)OC(=O)N2C1=O	102	-0.3	99	9	-4	6	0	3	96
41	Cc1ccccc1C(=O)O[C@H]1[C@H](Cc2ccccc2)NS(=O)(=O)[C@H]2CC3C=C[C@]12O3	84	x	90	x	-6	x	4	2	96
42	O=C(COc1ccc2c3c(c(=O)oc2c1)CCCC3)NCc1ccncc1	98	-2.4	98	2	3	2	1	2	100
43	NNC(=O)c1sccc1OCc1ccc(Cl)cc1	82	5.0	82	0	-7	0	1	5	95
44	Cc1oc(/C=N/NC(=O)CC2(C)OCCO2)cc1Br	111	-3.2	100	3	-3	10	35	-7	102
45	Cc1ccc(N2CC(C(=O)Nc3ccc4c(c3)OCO4)CC2=O)cc1 (centres undefined)	95	0.0	97	4	3	3	0	4	107
46	COCCNC(=O)CN1C(=O)COc2ccc(S(=O)(=O)N3CCCCCC3)cc21	107	-1.1	98	-4	7	0	0	-6	102
47	O=C(N/N=C/C1CC=CCC1)c1ccc(Cl)cc1O (centres undefined)	90	1.9	93	2	2	19	0	2	116
48	CC[C@H](C)/C=C/C1=CC2=C(Cl)C(=O)[C@@]3(C)OC(=O)C(C(=O)[C@H](C)[C@@H](C)O)=C3C2=CO1	81	-19	77	32*	28	38	69*	19	107
49	COc1ccc(-c2nnc(SCC(=O)Nc3cc(F)ccc3C)o2)cc1	92	0.3	101	3	12	2	3	4	90
50	CC(C)=CC(=O)N1CCC(n2nccc2NC(=O)CCc2ccccc2)CC1	101	x	100	3	6	2	3	-4	82
51	CCOc1cc(C2C3=C(CCCC3=O)N(CC(=O)O)C3=C2C(=O)CCC3)ccc1OC	88	0.4	86	10	-3	15	2	7	96
52	CCN(CC)CC(=O)Nc1c(C)cc(C(C)(C)C)cc1C	93	2.4	89	-3	-2	0	0	-3	145
53	CCCc1ccc(OCC(O)CN2CCCC2)cc1 (centres undefined)	101	4.9	104	x	-6	x	0	x	97
54	Cc1cccc(OCC(=O)N/N=C\C=C\c2ccc3c(c2)OCO3)c1C	91	x	100	-3	3	-5	0	-2	95
55	O=C(Cn1cnc2c(nnn2Cc2ccc(Cl)cc2)c1=O)NCC1CCCO1 (centres undefined)	106	1.5	103	3	1	4	0	-2	91
56	COc1ccccc1-n1c(C)nnc1SCC(=O)Nc1cc(C)cc(C)c1	93	-2.3	122	-1	9	0	2	1	93
57	COc1cc2oc(=O)ccc2cc1-c1c(OC)ccc2ccc(=O)oc12	95	x	100	x	22	x	2	0	118
58	O=C(C1CCN(S(=O)(=O)c2ccccc2)CC1)N1CCCCCC1	98	-2.6	96	x	27	x	2	x	100
59	CCCCN(CC)C(=O)Cn1c(=O)sc2ccccc21	110	0.8	112	4	-4	4	0	-4	93
60	Cc1ccc(S(C)(=O)=NC(=O)NC(=O)c2c(Cl)cccc2Cl)cc1 (centres undefined)	92	1.8	101	8	-4	9	2	5	108

Other entries:
item	smiles	CIT2 TOR yeast	MEX-5 binding	AGP1-GFP MLPCN	BCLXL inh	VLA-4 inh	MCL1-BIM inh	GRK2 inh	GLD-1 RNA inh	Yeast superoxide
61	CCC(=O)C1CCCN(C(=O)CCc2nnc(-c3ccc(C(C)=O)s3)o2)C1 (centres undefined)	101	3.7	104	0	-71	-6	3	-2	103
62	CCOC(=O)C1=C(N)Oc2ccc3ccccc3c2C1c1cccnc1 (centres undefined)	110	-0.5	110	0	-5	-7	2	5	97
63	CCCCNc1c(-c2ccc(OC)c(SC3CCCCC3)c2)nc2ccc(Cl)cn12	89	x	96	x	-6	x	0	-4	76
64	CC(=O)Nc1nc(-c2ccc3c(c2)CCN3S(C)(=O)=O)cs1	100	-1.9	94	0	1	3	1	-8	107
65	CCC(c1nnc(SCC(=O)Nc2ccc(C(C)=O)cc2)n1C1CCCCC1)N(C)C (centres undefined)	108	2.4	105	10	30	7	0	8	75
66	CN1CCN(CC(=O)N2c3ccccc3C(C)(c3ccccc3)CC2(C)C)CC1 (centres undefined)	87	0.0	93	2	1	-1	0	2	123
67	CC(C)c1ccc(C2C(C#N)=C(N)Oc3c2oc(CO)cc3=O)cc1 (centres undefined)	u	-1.2	u	1	0	0	1	-7	88
68	O=C(NC1CCCCC1)n1c(=O)oc2ccc(Cl)cc21	105	-2.2	105	0	2	3	2	2	108
69	O=C(Nc1nnc(SCC(=O)N2CCCC2)s1)C1CC(=O)N(c2ccc(F)cc2)C1 (centres undefined)	104	-3.0	99	8	-5	-1	0	6	115
70	Cc1cccc(N2CCN(C(=O)CNC(=O)c3cccc([N+](=O)[O-])c3)CC2)c1C	86	-1.6	94	2	14	4	1	-1	89
71	COc1ccc(CC(=O)OCC(=O)Nc2ccc(N3CCOCC3)cc2)cc1	90	0.1	101	0	-200	-3	1	-1	94
72	Cc1cc(C)cc(Nc2nc(-c3ccc(S(=O)(=O)N4CCCC4)cc3)cs2)c1	95	-0.8	99	2	8	-3	0	-4	90
73	O=C(O)CN1C(=O)S/C(=C\c2ccc3c(c2)OCO3)C1=O	110	1.5	103	5	-3	6	4	-3	94
74	CCOc1ccccc1NC(=O)N1CCC(NC(=O)c2cccc(C)c2)CC1	99	x	103	6	1	30	3	-2	116
75	COc1ccc(S(=O)(=O)N2CCOCC2)cc1NC(=O)CN(C)Cc1c(F)cccc1Cl	100	1.6	99	-3	7	0	0	-2	102
